# From PubChem BioAssay
# A-T KAP1 phos: candidate therapy for ataxia-telangiectasia; 0.19% of 320,000 active; […] A-T fibroblasts, KAP-1 phosphorylation AlphaLISA; neocarzinostatin DNA damage 30 min before lysis; Potency, µM (top dose mostly 57.5 µM), inactives show top-dose activation, usual class: activators; note: potency is the fitted concentration of half-maximal effect; % of control where 0% means no effect; nearly all actives have a fitted effect of over 45% in size
#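 ATM-like activity read as KAP-1 phosphorylation via AlphaLISA donor/acceptor antibody pairs after lysis and 6 hr at 25C. Cells were ATM-null patient fibroblasts ([…], hTERT), dosed 60 min, then exposed to the DSB inducer NCS for 30 min.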
# ELG1 repair inh: blocks ELG1-dependent DNA repair in HEK293T cells; HEK293T ELG1-luciferase reporter, luminescence, 16 h; DNA damage induced by 5-fluorouridine; Potency, µM (highest dose often 46.1 µM), inactives show at the highest dose activity change, negative = inhibition, hits mostly inhibitors; 2.3% of 330,000 active; note: potency is the fitted concentration of half-maximal effect; % is set by controls: 0 for no effect and ±100 for the full control effect; nearly all actives have a fitted effect of over 55% in size
#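 Cells (2,000 per well) received 5-fluorouridine plus test compound or DMSO and were incubated 16 hr at 37 °C, 5% CO2. Luciferase activity was read by luminescence 30 min after ONE-Glo addition; signal suppression marked inhibition of damage-induced ELG1 function.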
# KCNH2 3.1 inh: inhibitors of human KCNH2 3.1 potassium channel isoform; 0.95% of 340,000 active; activity change, % (tested at about 1.8 µM); U2OS KCNH2 3.1, thallium flux FluxOr; active compounds read low;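 active = maximum activity change below -70%; inconclusive = maximum activity change from -70% to -50%; inactive = maximum activity change above -50%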;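 note: thallium influx rate constant from kinetic fluorescence after stimulation buffer; % is set by controls: 0 for no effect and ±100 for the full control effect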
#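 U2OS cells transduced with KCNH2 3.1 mutant virus (1.77 x 10^8 /mL, 4 h), plated overnight at 37 C, loaded 45 min with FluxOr dye plus Red40 quencher. Thallium flux rate constant from kinetic reads after stimulation buffer, normalised to controls.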
# TRPV1 ag: agonists of human vanilloid receptor 1 (TRPV1); activation, % at 8.33 µM; TRPV1-expressing cells, Fluo-8 calcium influx, agonist mode; 0.19% of 320,000 active; AID 540275; Q8NER1; in the data active = activation above about 80%; inconclusive = between about 30% and that limit; note: 0% is about no effect
#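 TRPV1-expressing cells were cultured overnight at 35.5C and loaded with Fluo-8 calcium dye for 40 to 90 min at room temperature. After a 10 s baseline, compound was added and calcium influx was read kinetically for 3 min (ex 480/em 520 nm).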
# TCR act: T cell receptor activation | primary human leukocytes, anti-CD3, IL-2 HTRF, 48 h | Potency, µM (top dose mostly 9.22 µM), inactives show top-dose activation of IL-2 secretion, actives largely listed as activators | 330,000 tested, under 10 active | AID 504894; note: % of control where 0% means no effect
#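 Compounds are tested in HTS on primary human leukocytes co-incubated with a-CD3 beads for 48 hr. IL-2 output is measured by time-resolved FRET.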
# Eya2 inh: blocks the phosphatase activity of human Eya2; 0.006% of 330,000 active; O00167; Potency, µM (top dose mostly 76.9 µM), inactives show top-dose activity, negative = inhibition, usual class: inhibitors; recombinant Eya2, OMFP fluorescence dephosphorylation (OMFP is methylfluorescein phosphate); AID 488837; note: potency is the fitted concentration of half-maximal effect; % is set by controls: 0 for no effect and ±100 for the full control effect
#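 Eya2 protein (added as 0.2 uM solution) was preincubated with compound for 10 min at ambient temperature in 50 mM HEPES pH 7.5, 50 mM NaCl, 5 uM MgCl2, 0.05% BSA, 1 mM DTT. OMFP (added at 50 uM) then reacted 10 min; fluorescence read at 485/525 nm.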
# TSHR antag: antagonists of human thyroid stimulating hormone receptor; TSHR-expressing cells, TSH-stimulated cAMP HTRF, 2 h; active compounds read low; P16473; 0.2% of 330,000 active; activity change, negative = inhibition, % at 11.5 µM;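 active = activity change below a set negative limit, meaning inhibition stronger than a set level, cut at about -70% in these data; inconclusive = activity change between two set negative limits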; note: % is set by controls: 0 for no effect and ±100 for the full control effect
# Target sequence (P16473 whole entry, looked up): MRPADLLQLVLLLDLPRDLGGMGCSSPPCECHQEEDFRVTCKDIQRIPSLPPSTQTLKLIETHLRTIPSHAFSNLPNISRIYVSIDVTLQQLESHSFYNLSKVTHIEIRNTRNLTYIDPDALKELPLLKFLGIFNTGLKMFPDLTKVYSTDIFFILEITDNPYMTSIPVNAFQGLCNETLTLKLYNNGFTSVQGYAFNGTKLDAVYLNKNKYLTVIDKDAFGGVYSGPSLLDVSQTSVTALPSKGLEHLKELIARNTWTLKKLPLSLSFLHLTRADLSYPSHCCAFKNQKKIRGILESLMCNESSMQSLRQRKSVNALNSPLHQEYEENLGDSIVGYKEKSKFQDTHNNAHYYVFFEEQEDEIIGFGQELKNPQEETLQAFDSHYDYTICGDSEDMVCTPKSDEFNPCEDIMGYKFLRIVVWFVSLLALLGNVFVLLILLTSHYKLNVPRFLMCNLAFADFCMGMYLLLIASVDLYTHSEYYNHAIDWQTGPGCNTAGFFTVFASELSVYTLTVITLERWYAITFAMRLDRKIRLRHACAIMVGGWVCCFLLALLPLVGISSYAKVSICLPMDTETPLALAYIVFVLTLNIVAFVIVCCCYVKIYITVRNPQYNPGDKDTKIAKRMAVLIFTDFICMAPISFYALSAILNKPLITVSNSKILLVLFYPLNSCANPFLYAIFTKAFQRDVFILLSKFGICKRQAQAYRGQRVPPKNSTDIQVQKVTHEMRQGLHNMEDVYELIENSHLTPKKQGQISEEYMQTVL
#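 Freshly harvested TSHR cells receive pin-tooled compound, then EC80 TSH at 4nM final. After 2 hours at 37 deg C, antibody in lysis buffer and cAMP-d2 are added; 30 minutes at ambient temperature precede the HTRF read.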
# Mito fusion act: inhibitors of mitochondrial division or activators of mitochondrial fusion. S. cerevisiae fusion-defective mutant growth rescue, CellTiterGlo 48 h. AID 485298. 0.23% of 320,000 active. Potency, µM (doses to about 46.1 µM), for inactives: top-dose growth rescue (activation), hits mostly activators;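 note: potency is the fitted concentration of half-maximal effect; % of control where 0% means no effect; nearly all actives have a fitted effect of over 45% in size; temperature-sensitive fusion mutants such as fzo1-1 at 37 °C on non-fermentable ethanol glycerol medium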
#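 Temperature-sensitive fusion-defective S. cerevisiae (e.g. fzo1-1, mgm1-5) were grown with compound in YPEG medium (3% ethanol, 3% glycerol) for 48 hours at 37C. Growth rescue was measured as viability by CellTiterGlo luminescence after 10 minutes at ambient.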
# USP2a block: inhibitors of human ubiquitin-specific protease USP2a; USP2 core, Ub-CHOP2 coupled fluorogenic reporter, 485/531; AID 463254; 0.01% of 330,000 active; Potency, µM (titrated, usually from 38.3 µM), inactives show top-dose activity change, negative = inhibition, actives largely listed as inhibitors; O75604;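 note: potency is the fitted concentration of half-maximal effect; plate controls were DMSO wells for no effect and full inhibition by NEM control for full effect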
#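 USP2 core (10nM final) preincubated 30min RT with compound in 20mM Tris-HCl pH 8.0, 2mM CaCl2, 2mM beta-mercaptoethanol, 0.05% CHAPS; 25nM Ub-CHOP2 plus 25nM reporter substrate added, fluorescence (Ex485/Em531) read after 60min.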
# hERG WT inh: KCNH2 (human, wildtype) channel inhibition; Q12809; U2OS, BacMam KCNH2, thallium flux FluxOr; active compounds read low; activity change, % at 1.84 µM; 0.37% of 340,000 active;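 active = maximum activity change below -70%; inconclusive = maximum activity change between -70% and -50%; inactive = maximum activity change above -50%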; note: % is set by controls: 0 for no effect and ±100 for the full control effect
#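 U2OS cells were transduced with wild-type KCNH2 virus (2.03 x 10^8 / mL) for 4 h at room temperature, then cultured overnight at 37 C. Thallium flux was read with FluxOr dye. Rate constants were normalized to DMSO controls.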
# * marks the source's active call; other numbers are inactive results; i = inactive; ? = inconclusive; . = no result given; & = joins results of further samples; [ ] = another dose, or the depositor's remark. Unless noted, calls come from the whole dose curve; as a rule, active = well fitted curve in the direction sought with a large enough effect; inconclusive = small, poorly fitted or top-dose-only effect, or another doubt; inactive = no such curve, though single readings can be large; an effect the other way counts as inactive or inconclusive.
item	SMILES	A-T KAP1 phos	ELG1 repair inh	KCNH2 3.1 inh	TRPV1 ag	TCR act	Eya2 inh	TSHR antag	Mito fusion act	USP2a block	hERG WT inh
1	CCN(CC(=O)Nc1c(F)cccc1F)C(=O)CCSc1ccc(F)cc1	10%	0%	-3	-1	12%	23%	5	5%	4%	-2
2	COCCN(C(=O)CSc1nncn1-c1ccccc1)c1c(N)n(Cc2ccccc2)c(=O)[nH]c1=O	3%	11%	2	-4	2%[46.1 µM]	7%	5	-1%	1%	2
3	Cc1ccc(C(=O)CCC(=O)Nc2ccc(Cl)c(S(=O)(=O)Nc3cccc(Cl)c3)c2)cc1	11%	-11%	4	-3	7%[46.1 µM]	3%	-11	-6%	-1%	2
4	CC(NC(=S)NCCCN1CCOCC1)C12CC3CC(CC(C3)C1)C2 (stereo not drawn)	-1%	8%	3	4	1%	-21%	5	12%	2%	0
5	O=C(Nc1ccc(S(=O)(=O)N2CCCCC2)cc1)C1CCCO1 (stereo not drawn)	3%	-2%	-2	0	-3%	12%	2	2%	1%	-1
6	Cc1cccn2c(=O)c(/C=N/O)c(N3CCOCC3)nc12	-2%	9%	5	-5	7%	-3%	-2	-1%	4%	-9
7	O=C(NCCc1c[nH]c2ccccc12)C(=O)c1c[nH]c2ccccc12	8%	15%	11	3	4%	-6%	2	0%	0%	26
8	CC(C)(C)NC(=O)NC(=O)CN1CCN(c2ccc(O)cc2)CC1	1%	?	-9	-2	7%	2%	2	0%	0%	10
9	COC(=O)C1=C(C)N(Cc2ccccc2)C(=NCc2ccc3c(c2)OCO3)N[C@H]1c1ccccc1	15%&-13%	?	-3	0	1%	-26%&-8%	9&0	1%	4%&-1%	0
10	CCc1cc(=O)[nH]c(SCC(=O)N2CCOCC2)n1	7%	?	8	-6	0%	0%	1	4%	0%	-1
11	COc1cccc(CNC(=O)CCCCCn2c(=S)[nH]c3ccc(N4CCOCC4)cc3c2=O)c1	2%	4%	.	-4	-4%[46.1 µM]	2%	-6	1%	5%	.
12	COC(=O)[C@@]1(Cc2ccc(F)cc2)[C@@H]2[C@@H](CC(=O)[C@H]2CC(=O)C(=O)N(C)C)CN1C(=O)c1ccccc1	2%	11%	15	13	-7%	6%	7	-2%	2%	-8
13	O=C(CSc1nnc(-c2ccccc2)o1)N1CCN(c2ccccc2)CC1	7%	5%	-1	2	6%	4%	15	1%	0%	-42
14	CCn1c(SCC(=O)Nc2c(C)n(C)n(-c3ccccc3)c2=O)nc2c1c(=O)n(C)c(=O)n2C	-4%[11.5 µM]	9%	-1	-3	1%	2%	6	-6%	4%	5
15	O=C(CCC(=O)OCC(=O)c1ccc(-c2ccccc2)cc1)Nc1cccc2cccnc12	1%	6%	-11	-4	-1%	27%	3	-2%	1%	-1
16	NC(=O)CCc1c[nH]c2ccccc12	-8%	7%	5	2	-1%	3%[15.4 µM]	20	-1%	2%	-2
17	COc1ccc(OCC(=O)Nc2ccc(NC(=O)c3ccco3)cc2)cc1	-4%	?	-3	0	-14%	18%	6	0%	-1%	6
18	COCC(C)n1c(C)cc(C(=O)COC(=O)c2cnc(Cl)c(Cl)c2)c1C (stereo not drawn)	6%	30%	-7	.	0%	-10%	.	.	-3%	18
19	CC(C)(C)c1ccc(OCC(=O)OCCNC(=O)c2cccnc2)cc1	-4%	6%	.	28	5%	-25%	-1	-14%	2%	6
20	O=C(NCc1ccc(F)cc1)c1cc(C(=O)C2CC2)c[nH]1	11%	-8%	4	4	6%	-3%	4	1%	0%	1
21	COc1cccc(CN2CC(C(=O)NCCc3ccc(C)s3)CCC2=O)c1 (stereo not drawn)	7%	15%	-16	2	0%	-13%	1	1%	-1%	-7
22	COc1cc(C(=O)NCC(=O)OCC(=O)c2cccc3ccccc23)cc(OC)c1OC	10%	0%	-2	0	0%	9%	8	1%	2%	0
23	COc1ccc(C(=O)NN2CC(O)=C(c3nc4ccccc4n3C)C2=N)cc1OC	5%	3%	12	-2	2%[46.1 µM]	3%	0	-2%	7%	-26
24	Cc1nc(SCc2ccc(Cl)c(Cl)c2)ncc1C(=O)O	2%	7%	-17	0	0%	-3%	-3	-4%	1%	-1
25	Cc1cc(C)n(CC2CC(=O)N(c3cc(Cl)cc(Cl)c3)C2=O)n1 (stereo not drawn)	4%	10%	-9	0	-4%[46.1 µM]	-8%	6	1%	8%	-6
26	O=C(CCNS(=O)(=O)c1cccs1)Nc1ccccc1F	.	0%	6	-3	-6%[46.1 µM]	2%	-2	0%	1%	0
27	O=C(Cn1ccc(C(F)(F)F)n1)N/N=C/c1ccc(N2CCOCC2)cc1	2%	?	-6	-1	3%	-7%	-3	0%	3%	2
28	CC(=O)N1N=C(c2ccncc2)CC1c1ccccc1O (stereo not drawn)	10%	-8%	11	-5	-2%	-9%	1	2%	10%	-1
29	N=C1C(c2ccccc2)=C(O)C2CCc3ccccc3N12 (stereo not drawn)	5%	10%	-1	-2	3%	14%[15.4 µM]	-3	3%	-2%	-5
30	Cc1ccc(S(=O)(=O)N2CCCCC2)c2nsnc12	-7%	-2%	-13	3	-1%	7%	19	6%	-1%	11
31	O=C(N/N=C/c1cccc(Oc2ccccc2)c1)c1ccncc1	3%	2%	-4	-2	-4%	17%	8	-6%	0%	-6
32	O=S(=O)(N1CCCCC1)N1CCNCC1	0%	3%	4	1	.	11%	12	1%	4%	10
33	O=C(Nc1ccc(Br)cn1)c1ccc(Cl)s1	0%	?	-22	99*	-4%	-10%	-6	-3%	5%	-7
34	CN(C)c1nc(C(F)(F)F)cc(=O)[nH]1	3%	3%	3	2	3%	-8%	0	-2%	2%	i
35	COc1ccc(N2CCN(CCCNC(=O)C3CCC(CNc4nc(=S)[nH]c5ccccc45)CC3)CC2)cc1 (stereo not drawn)	-3%	?	-18	-3	-12%	-5%	-1	2%	10%	7
36	O=C(NNS(=O)(=O)c1ccc(Cl)cc1)NC1CCCCC1	3%	-23%	-14	8	7%	-4%	9	1%	2%	14
37	CCn1cc(C(=O)N[C@@H](C)C(=O)NCCCN2CCOCC2)c(=O)c2cc3c(cc21)OCO3	-3%	28%	3	4	-5%	10%	13	3%	-6%	-11
38	CC(C)(C)c1ccc(S(=O)(=O)N2CCCC2C(=O)NC2=NCCS2)cc1 (stereo not drawn)	2%	0%	0	2	0%	15%	11	14%	0%	-8
39	Cc1cc(C)c(C)c(C(=O)CSc2nnc(C)c(=O)[nH]2)c1C	1%	12%	.	-1	.	-5%	-11	2%	2%	.
40	COc1ccc(C(NC(C)=O)c2nccc3cc(OC)c(OC)cc23)cc1OC (stereo not drawn)	-5%	16%	-5	1	3%	-2%	-9	-1%	0%	6
41	Cc1cc(C(=O)NNC(=O)c2sccc2C)c(C)o1	10%	?	-8	-3	-7%	0%	22	2%	0%	6
42	N#CCCn1nc(-c2ccccc2)c2ccccc2c1=O	1%	-5%	-3	0	-1%	-6%	-5	5%	1%	-5
43	O=C(CCc1nnc(Cc2ccc(-c3ccccc3)cc2)o1)NCC1CC1	9%	6%	-2	-1	-4%	-1%	-8	1%	0%	1
44	CCN1CCN(C(=O)c2ccc(CSc3ccc(C)cc3)cc2)CC1	16%	-2%	-15	1	-2%	-18%	-16	-19%	0%	0
45	CC1=CC2=NC(=O)CC(C)(C(=O)N(CC(=O)NC3CCCC3)Cc3ccc(Cl)cc3)N2C=C1 (stereo not drawn)	-2%	2%	5	1	2%	-11%	3	0%	2%	3
46	O=C(Nc1nc(-c2cccnc2)cs1)c1ccccc1F	3%	?	1	1	2%	21%	4	0%	3%	-27
47	CC1=C(CC(=O)NCC(=O)NCC(=O)O)c2cc(F)ccc2/C1=C/c1ccc(S(C)=O)cc1 (stereo not drawn)	7%	1%	-38	0	2%	?	7	1%	1%	3
48	Cc1ccc2c(c1)nc(NCCCO)n2C	1%	9%	-7	-3	-1%	17%	-5	-4%	0%	4
49	CS(=O)(=O)c1ccc(NC(=O)CN2C(=O)C3CCCCC3C2=O)cc1 (stereo not drawn)	-6%	21%	9	0	1%	3%	9	0%	0%	-15
50	CC(C)=CCCC(C)CN1CCC(O)CC1 (stereo not drawn)	.	.	-1	4	8%	.	.	-4%	.	-2
51	O=C(C1=C(O)C(=O)N(CC2CCCO2)C1c1ccccc1F)c1ccco1 (stereo not drawn)	4%	-12%	2	-2	0%	6%	8	4%	2%	0
52	COc1ccccc1-n1c(C)nnc1SCC(=O)Nc1cc(C)cc(C)c1	.	.	9	7	-1%	.	.	2%	.	1

# An excerpt (hit frequency here may not be typical).
